Assay outcomes: PubChem BioAssay, Broad Institute
ARNT-TACC3 inh – disrupts binding between human ARNT and TACC3 | Q9Y6A5 | AlphaScreen His-ARNT PAS-B/GST-TACC3 binding, luminescence; TACC3 fragment carries E629A point mutation | inhibition, % at 9.99 µM | hit rate 0.66% among 390,000 | AID 623870;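 active means mean inhibition of replicates at least 50% and at least half of replicates each reaching 50%; inconclusive means half or more replicates reach 50% but mean below 50%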;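 further: 0% = complete ARNT plus TACC3 wells and 100% = ARNT alone without TACC3; many hits fall short of the cut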
SIRT5 inh – inhibitors of human sirtuin-5 desuccinylase. hit rate 1.1% among 330,000. Purified SirT5, succinyl-peptide AMC, trypsin-coupled fluorescence. Q9NXA8. AID 652115. inhibition, % at 15 µM; in the data active means inhibition above about 15%; inconclusive means no clear call, values can overlap the other calls
Target sequence (Q9NXA8 whole entry, looked up): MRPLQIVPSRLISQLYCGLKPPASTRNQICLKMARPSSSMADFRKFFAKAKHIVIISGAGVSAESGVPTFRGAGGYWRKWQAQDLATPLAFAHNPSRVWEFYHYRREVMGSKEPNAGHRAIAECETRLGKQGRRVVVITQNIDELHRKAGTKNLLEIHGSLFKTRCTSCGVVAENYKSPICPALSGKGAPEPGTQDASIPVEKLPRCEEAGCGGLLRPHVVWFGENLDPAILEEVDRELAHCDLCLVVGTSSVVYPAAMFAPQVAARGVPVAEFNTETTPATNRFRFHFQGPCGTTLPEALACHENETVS
CASP6 VEID inh – caspase-6 (human) enzyme inhibition | inhibition, % at 12.5 µM | hit rate 0.53% among 350,000 | P55212 | purified caspase-6, Z-VEID-R110 cleavage fluorescence;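 active means mean inhibition across replicates at least about 35%, with every replicate also reaching that limit, limit read from the data; inconclusive means only one of the two criteria met; inactive means neither criterion met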;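 further: 0% = median of neutral control wells and 100% = no fluorescence left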
Target sequence (P55212 24-179 limits assumed): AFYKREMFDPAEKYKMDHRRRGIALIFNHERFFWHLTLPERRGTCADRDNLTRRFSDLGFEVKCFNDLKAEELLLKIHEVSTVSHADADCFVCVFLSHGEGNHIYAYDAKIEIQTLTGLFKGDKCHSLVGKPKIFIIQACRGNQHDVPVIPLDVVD
Target sequence (P55212 194-293 limits assumed): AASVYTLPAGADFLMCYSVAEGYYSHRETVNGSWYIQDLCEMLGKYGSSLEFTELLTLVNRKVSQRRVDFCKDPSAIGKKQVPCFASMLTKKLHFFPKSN
EWS-Fli block – blocks EWS/Fli oncoprotein-driven transcription; inhibition, % at 12.6 µM; hit rate 0.67% among 350,000; A673 NR0B1-luciferase reporter, viability-normalised;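 active means mean inhibition of at least 50% after viability correction, with every replicate also passing that limit; inconclusive means mean reaches 50% but only one of two replicates passes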;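 further: firefly luciferase signal divided by Alamar Blue viability fluorescence both relative to DMSO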
LGR2 antag – Drosophila LGR2 receptor signaling inhibition; AID 720647; HEK293 LGR2, CRE-luciferase, bursicon-stimulated, 4 h; hit rate 0.35% among 380,000; inhibition, % at 9.99 µM;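 active means drop in luminescence signal, shown as inhibition above about 50% in the replicate tests, limit read from the data, passing the limit was not always enough; inconclusive means probably only some replicates passing the limit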;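 further: agonist challenge used bursicon conditioned medium at about half maximal strength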
PAX8 inh HTS – PAX8 transcriptional activity inhibition. RMG-I TPO-luciferase reporter, SteadyGlo, 24 h. inhibition, % at 12.6 µM. hit rate 1.2% among 360,000. AID 652154;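 active means mean replicate inhibition at least 60% with every replicate also reaching 60%; inconclusive means only one of the two criteria is met; inactive means mean below 60% and not all replicates reaching 60%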;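 further: luciferase light reporting Pax8 driven TPO promoter activity; plate controls were median of neutral control wells for no effect and mitoxantrone controls for full effect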
DENV2 CPE – inhibitors of DENV2 cytopathic effect; DENV2-infected cells, cytopathic effect rescue, plate reader; CPE inhibition, % at 9.99 µM; hit rate 1.7% among 350,000; AID 651640; in the data active means CPE inhibition above about 20%, passing the limit was not always enough; inconclusive means no clear call, values can overlap the other calls; tested in BHK-21 cells;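 further: 0% = median of neutral control wells and 100% = median of positive control wells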
* = called active by the depositor; ? = inconclusive; . = no result given; & = joins results of further samples. Random draw from the library; 4.9% or so of the library scored in one or more.

Compound	ARNT-TACC3 inh	SIRT5 inh	CASP6 VEID inh	EWS-Fli block	LGR2 antag	PAX8 inh HTS	DENV2 CPE
O=C(OCC(O)C(O)C(O)C(SCc1ccccc1)SCc1ccccc1)c1ccccc1 (configuration not stated)	-1	2	2	-9	7	12	-4
CC(C)[C@H](NC(=O)c1ccco1)C(=O)OCC(=O)Nc1ccc(F)cc1	2	-2	1	-10	19	7	-1
COc1nc(OC)nc(N2CCC(C(=O)Nc3cccc4ccccc34)CC2)n1	-3	0	2	.	-4	.	.
O=C(Nc1ccnn1C1CCN(Cc2ccc3nonc3c2)CC1)c1cccc(F)c1	8	-18	1	2	10	24	6
Fc1ccc(C2=CSC3=NCCN23)cc1	-1	-4	-1	-2	-11	-9	4
CCOC(=O)C1C(=O)CC(C)(O)C(C(=O)OCC)C1c1ccc(NC(C)=O)cc1 (configuration not stated)	-4	-1	1	9	3	6	5
CCN1C(C(=O)Nc2cc(C)on2)=C(O)c2ccccc2S1(=O)=O	4	-4	3	-7	1	7	0
COC(=O)c1nc(N)sc1C	9	.	.	.	8	-7	.
CCC(=O)N1[C@@H](CO)[C@H](c2ccc(C3=CCCC3)cc2)[C@@H]1CNC(=O)CN(C)C	3	.	.	-9	-8	-1	5
NC(=O)/C(=C\c1cccnc1)NC(=O)c1ccccc1	-6	0	0	8	-25	21	-5
CCOC(=O)C1CCCCN1C(=O)CCc1nnc(-c2ccc3c(c2)OCO3)o1 (configuration not stated)	3	-1	3	-101	-44	-157	-15
C[C@@H]1CCCCO[C@@H](CN(C)Cc2ccc(C(F)(F)F)cc2)[C@@H](C)CN([C@@H](C)CO)C(=O)c2cc(NS(=O)(=O)c3cn(C)cn3)ccc2O1	4	9	-6	-1	-1	.	-7
N#Cc1cccc(NC(=O)c2cc(C3CCCCN3C(=O)CCc3ccccc3)on2)c1 (configuration not stated)	.	.	-1	7	-20	12	6
COC(=O)CC1=C(C(=O)OC)[C@@H](c2ccccc2[N+](=O)[O-])C(C#N)=C(N)O1	-4	-1	2	21	11	15	1
CCC(=O)OCC(=O)[C@@]1(OC(=O)CC)[C@@H](C)C[C@H]2[C@@H]3CCC4=CC(=O)C=C[C@]4(C)[C@@]3(Cl)[C@@H](O)C[C@@]21C	2	-6	3	4	9	-14	11
O=C1CCCCN1CCC(=O)N1CCCC(Nc2ccc(F)c(F)c2)C1 (configuration not stated)	1	0	2	.	-8	2	2
O=C(c1ccc([N+](=O)[O-])cc1)N1CCN(C(=O)c2cccs2)CC1	-7	1	4	17	11	-23	10
Cc1ccc(-c2nnc(SCC(=O)NC3CCS(=O)(=O)C3)nc2-c2ccc(C)cc2)cc1 (configuration not stated)	-9	-1	-2	3	0	42	-6
Cn1c(N)c(C(=O)CSc2nc(N)cc(N)n2)c(=O)n(C)c1=O	0	1	3	-6	.	-1	-2
CCCOC(=O)CC1C(=O)NCCN1C(=O)OC(C)(C)C (configuration not stated)	9	3	-2	2	5	-1	0
C[C@H](CO)N1C[C@H](C)[C@@H](CN(C)C(=O)Nc2ccccc2)Oc2ccc(NC(=O)C3CCCCC3)cc2C1=O	3	-2&-8	2&0	-2&-7	7&2	-11&1	0&-4
CCOc1ccccc1NC(=S)N(CCN(C)C)C(C)c1ccncc1 (configuration not stated)	-2	-1	-3	8	24	-2	-2
CN(CC(=O)NCc1ccco1)S(=O)(=O)c1cccc2cccnc12	-4	.	3	1	-15	-10	-7
Cn1cc(Br)c(C(=O)Nc2nccs2)n1	-1	.	.	.	2	-14	.
COc1ccc(S(=O)(=O)Nc2ccc3c(c2)CC(=O)N([C@@H](C)CO)C[C@H](C)[C@@H](CN(C)C(=O)NC2CCCCC2)O3)cc1	3	0	-1	0	-26	-23	-3

Reformatted: three of the compounds above
SMILES: CC(C)[C@H](NC(=O)c1ccco1)C(=O)OCC(=O)Nc1ccc(F)cc1
  ARNT-TACC3 inh: 2; SIRT5 inh: -2; CASP6 VEID inh: 1; EWS-Fli block: -10; LGR2 antag: 19; PAX8 inh HTS: 7; DENV2 CPE: -1
SMILES: NC(=O)/C(=C\c1cccnc1)NC(=O)c1ccccc1
  ARNT-TACC3 inh: -6; SIRT5 inh: 0; CASP6 VEID inh: 0; EWS-Fli block: 8; LGR2 antag: -25; PAX8 inh HTS: 21; DENV2 CPE: -5
SMILES: CCOC(=O)C1C(=O)CC(C)(O)C(C(=O)OCC)C1c1ccc(NC(C)=O)cc1 (configuration not stated)
  ARNT-TACC3 inh: -4; SIRT5 inh: -1; CASP6 VEID inh: 1; EWS-Fli block: 9; LGR2 antag: 3; PAX8 inh HTS: 6; DENV2 CPE: 5

In a second layout: results already given
Below each SMILES – ARNT-TACC3 inh, SIRT5 inh, CASP6 VEID inh, EWS-Fli block, LGR2 antag, PAX8 inh HTS, DENV2 CPE
CCC(=O)N1[C@@H](CO)[C@H](c2ccc(C3=CCCC3)cc2)[C@@H]1CNC(=O)CN(C)C
    3, ., ., -9, -8, -1, 5
NC(=O)/C(=C\c1cccnc1)NC(=O)c1ccccc1
    -6, 0, 0, 8, -25, 21, -5
CCOC(=O)C1CCCCN1C(=O)CCc1nnc(-c2ccc3c(c2)OCO3)o1 (configuration not stated)
    3, -1, 3, -101, -44, -157, -15
C[C@@H]1CCCCO[C@@H](CN(C)Cc2ccc(C(F)(F)F)cc2)[C@@H](C)CN([C@@H](C)CO)C(=O)c2cc(NS(=O)(=O)c3cn(C)cn3)ccc2O1
    4, 9, -6, -1, -1, ., -7
N#Cc1cccc(NC(=O)c2cc(C3CCCCN3C(=O)CCc3ccccc3)on2)c1 (configuration not stated)
    ., ., -1, 7, -20, 12, 6
COC(=O)CC1=C(C(=O)OC)[C@@H](c2ccccc2[N+](=O)[O-])C(C#N)=C(N)O1
    -4, -1, 2, 21, 11, 15, 1
CCC(=O)OCC(=O)[C@@]1(OC(=O)CC)[C@@H](C)C[C@H]2[C@@H]3CCC4=CC(=O)C=C[C@]4(C)[C@@]3(Cl)[C@@H](O)C[C@@]21C
    2, -6, 3, 4, 9, -14, 11
O=C1CCCCN1CCC(=O)N1CCCC(Nc2ccc(F)c(F)c2)C1 (configuration not stated)
    1, 0, 2, ., -8, 2, 2
O=C(c1ccc([N+](=O)[O-])cc1)N1CCN(C(=O)c2cccs2)CC1
    -7, 1, 4, 17, 11, -23, 10
Cc1ccc(-c2nnc(SCC(=O)NC3CCS(=O)(=O)C3)nc2-c2ccc(C)cc2)cc1 (configuration not stated)
    -9, -1, -2, 3, 0, 42, -6
Cn1c(N)c(C(=O)CSc2nc(N)cc(N)n2)c(=O)n(C)c1=O
    0, 1, 3, -6, ., -1, -2
CCCOC(=O)CC1C(=O)NCCN1C(=O)OC(C)(C)C (configuration not stated)
    9, 3, -2, 2, 5, -1, 0
C[C@H](CO)N1C[C@H](C)[C@@H](CN(C)C(=O)Nc2ccccc2)Oc2ccc(NC(=O)C3CCCCC3)cc2C1=O
    3, -2&-8, 2&0, -2&-7, 7&2, -11&1, 0&-4

The results go on.
Compound	ARNT-TACC3 inh	SIRT5 inh	CASP6 VEID inh	EWS-Fli block	LGR2 antag	PAX8 inh HTS	DENV2 CPE
COc1ccc(CNC(=O)c2ccc(C(C)C)cc2)cc1	13	.	-3	-81	-44	-150	.
CCCNC(=O)C[C@H]1CC[C@H]2[C@@H](COc3ccc(NC(=O)c4cc(C)on4)cc3C(=O)N2C)O1	-14	-3	-1	4	7	-1	9
C[C@@H]1CN([C@H](C)CO)C(=O)c2cc(NS(=O)(=O)c3ccc(F)cc3)ccc2O[C@@H](C)CCCCO[C@H]1CN(C)Cc1ccncc1	-8	6	-2	-8	2	-26	51*
C[C@H](O)C#Cc1cnc2c(c1)C(=O)N([C@H](C)CO)C[C@H](C)[C@@H](CN(C)C(=O)c1ccncc1)O2	-6	-2	2	-10	-5	.	6
COc1ccc(CN2CCSc3sccc3C2=O)cc1	-4	-3	0	2	7	-69	7
CC(O/N=C/c1ccc(OC(F)F)cc1)C(=O)Nc1cccc(S(=O)(=O)N2CCOCC2)c1 (configuration not stated)	0	.	.	.	22	9	.
O=C(Nc1cc(C(=O)Nc2ccccc2C(=O)O)cc(C(=O)Nc2ccccc2C(=O)O)c1)c1ccccc1	1	25*	3	.	8	1	-1
O=C(OCC(=O)N1CCOCC1)c1ccc2ccccc2c1	3	-9	0	6	-15	-97	-10
Cc1ccc(OCC(=O)N/N=C2\CC(=O)CC(C)(C)C2)c(Br)c1	0	-7	4	14	-3	0	?
O=C(NCC1CCCO1)/C(=C\c1ccccc1)NC(=O)c1ccccc1 (configuration not stated)	-5	-5	11	-2	-4	8	-4
Cc1ccc(S(=O)(=O)N[C@@H]2C=C[C@@H](CC(=O)NCc3ccccc3F)O[C@H]2CO)cc1	.	-2	.	-3	-7	-10	3
C[C@@H]1CN([C@@H](C)CO)C(=O)c2cc(NC(=O)CCC(F)(F)F)ccc2O[C@@H](C)CCCCO[C@@H]1CN(C)Cc1ccc(C(=O)O)cc1	-10	-2	-1	1	-11	.	4
C[C@H]1CN(CCc2ccccc2)C(=O)[C@@H]1CC(=O)NCc1ccccc1	-6	0	1	-22	-14	-51	12
C[C@@H]1CCCCO[C@H](CN(C)C(=O)Nc2ccc(C(F)(F)F)cc2)[C@H](C)CN([C@H](C)CO)C(=O)c2cc(NC(=O)c3ccncc3)ccc2O1	1	7	2	15	14	9	-1
O=C1NC[C@H](CCCCN2C[C@H](Cc3ccc(O)cc3)N(CCc3ccc(O)cc3)C(=O)C2=O)N(CCc2ccc(O)cc2)C1=O	.	2	4	-8	6	-22	-7
O=C1[C@H]2[C@@H](c3ccccc3)N[C@]3(CCCN(CC4CCCCC4)C3=O)[C@H]2C(=O)N1Cc1ccccc1	.	1	41*	-3	18	-14	-4
COc1ccc(NC(=O)Nc2ccc3c(c2)C(=O)N([C@@H](C)CO)C[C@@H](C)[C@@H](CN(C)C(=O)Nc2ccc(OC)cc2)OCCCC[C@@H](C)O3)cc1	.	3	0	-2	-7	15	17
O=C(c1ccc2c(c1)OCCO2)N1CCN(S(=O)(=O)c2c(F)cccc2F)CC1	-4	.	-2	0	2	0	9
COc1cccc(NC(=O)N2CC(=O)N3[C@H](C2)[C@@H](c2ccc(Br)cc2)[C@@H]3CO)c1	.	5	0	15	-4	.	-14
COc1ccc(/C=N/NC(=O)c2ccc3nc[nH]c3c2)cc1	.	-2	-3	-13	-3	-31	-2
O=C(C[C@H]1C=C[C@H](NS(=O)(=O)c2ccc(F)cc2)[C@H](CO)O1)NCc1ccc(Cl)c(Cl)c1	.	-1	2	-2	19	15	-4
COc1ccc(/C=C2\SC(=O)N(CCNC(=O)C3CC4C=CC3C4)C2=O)cc1 (configuration not stated)	7	2	1	-109	-49	-178	6
O=C(CCc1nnc(Cc2ccc3c(c2)OCO3)o1)NC(c1ccccn1)C(F)(F)F (configuration not stated)	-4	-3	-1	-9	1	-1	3
Cc1nonc1NC(=O)CSc1nc2c(C)cccc2cc1C#N	0	.	.	.	-18	-57	.
CC1=C(C(=O)Nc2ccccc2)C(c2ccc(Cl)cc2)n2c(s/c(=C/c3cccc(OCC(=O)O)c3)c2=O)=N1 (configuration not stated)	12	3	29	4	7	-11	-1
COC(=O)c1c2oc(c1C(=O)OC)C(=O)N[C@@H](Cc1ccccc1)Cn1cc(nn1)[C@@H](Cc1ccccc1)NC(=O)N[C@@H](CO)CC2	.	-2	-1	-10	.	-1	6
Cc1ccccc1NC(=O)c1c(Cl)nc(C)c(Cl)c1C	-2	.	.	.	11	2	.
